OX1R antag – blocks the human orexin 1 receptor; CHO/OX1R cells, Fluo-8 calcium fluorescence, orexin A; inhibition, % at 5 µM; actives 0.43% (n = 330,000); AID 434989;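 active = inhibition above its plate's threshold, mean inhibition of all tested compounds on the plate plus 3 SD, cut at about 37% in these data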;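 note: 0% = orexin A challenge wells and 100% = SB-334867-A antagonist wells; not every result past the cut was called active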
Target sequence (O43613 whole entry, looked up): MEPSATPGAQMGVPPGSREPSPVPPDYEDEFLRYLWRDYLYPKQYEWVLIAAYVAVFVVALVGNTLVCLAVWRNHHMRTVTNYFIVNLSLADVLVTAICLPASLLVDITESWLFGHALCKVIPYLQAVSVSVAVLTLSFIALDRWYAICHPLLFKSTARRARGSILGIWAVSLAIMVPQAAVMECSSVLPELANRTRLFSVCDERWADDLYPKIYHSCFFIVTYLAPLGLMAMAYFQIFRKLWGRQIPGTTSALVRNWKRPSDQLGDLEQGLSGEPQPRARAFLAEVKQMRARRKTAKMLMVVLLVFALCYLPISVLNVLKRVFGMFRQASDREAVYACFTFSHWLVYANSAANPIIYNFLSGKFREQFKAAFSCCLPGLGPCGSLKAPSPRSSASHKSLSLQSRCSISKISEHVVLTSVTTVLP
CHT allo act – allosterically activates the human high affinity choline transporter. Q9GZV3. CHT-expressing cells, membrane potential dye, choline EC20; stronger effect = higher value; LV-AA mutant CHT in HEK293 cells. B-score at 10 µM. actives 0.49% (n = 310,000). AID 488977;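 active = initial fluorescence not abnormally high and integrated response B-score, plate-corrected, over 3 SD above library mean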
Target sequence (Q9GZV3 whole entry, looked up): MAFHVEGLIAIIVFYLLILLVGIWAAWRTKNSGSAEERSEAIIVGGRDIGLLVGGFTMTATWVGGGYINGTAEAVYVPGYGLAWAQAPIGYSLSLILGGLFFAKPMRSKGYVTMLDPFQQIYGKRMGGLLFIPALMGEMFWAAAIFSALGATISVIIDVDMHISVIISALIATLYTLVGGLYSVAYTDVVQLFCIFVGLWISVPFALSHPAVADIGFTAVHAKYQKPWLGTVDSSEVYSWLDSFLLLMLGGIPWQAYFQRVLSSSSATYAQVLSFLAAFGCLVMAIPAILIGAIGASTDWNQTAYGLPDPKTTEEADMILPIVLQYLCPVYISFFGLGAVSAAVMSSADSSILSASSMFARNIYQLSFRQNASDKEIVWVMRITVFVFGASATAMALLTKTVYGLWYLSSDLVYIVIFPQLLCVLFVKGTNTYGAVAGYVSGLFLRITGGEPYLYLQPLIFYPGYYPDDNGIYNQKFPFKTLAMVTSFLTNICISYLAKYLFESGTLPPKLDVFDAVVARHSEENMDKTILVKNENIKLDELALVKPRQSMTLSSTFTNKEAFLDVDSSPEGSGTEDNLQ
* = called active by the depositor; i = inactive; · = no result given.

SMILES	OX1R antag	CHT allo act
O=C(/C=C\c1ccccc1)Oc1cccc2cccnc12	-12	i
Cn1nnc2cc(C(=O)Nc3ccc4ccccc4c3)ccc21	-3	i
Cc1cc(=O)[nH]c(N/N=C/c2ccc(F)cc2)n1	·	i
COc1ccc(NC(=O)c2c(F)c(F)c(F)c(F)c2F)cc1Cl	-9	i
O=C1OCCC/C1=C\c1ccc2c(c1)OCO2	-20	i
Cc1cccc(NC(=O)c2nc[nH]c2C(=O)NCCCCCCNC(=O)c2[nH]cnc2C(=O)Nc2cccc(C)c2)c1	3	·
Oc1ccc(-c2[nH]ncc2-c2ccc(Cl)cc2)c(O)c1	4	i
C[C@H](CO)N1C[C@H](C)[C@@H](CN(C)CC2CCCCC2)Oc2ccc(NC(=O)CCN3CCOCC3)cc2C1=O	-16	·
CCCCn1c(N)c(N(CC(C)C)C(=O)c2oc3ccc(OC)cc3c2C)c(=O)[nH]c1=O	-24	i
COc1ccc(CN(C)C(=O)c2cccc(C(=O)N(C)Cc3ccc(OC)cc3)c2)cc1	-34	i
Nc1nccc(-c2nn(-c3ccc(Cl)cc3)ccc2=O)n1	-9	i
COc1cc([N+](=O)[O-])cc(/C=N/NC(=O)c2cccnc2)c1O	13	i
CCOC(=O)c1c(NC(=O)CSc2nnc(Cc3ccccc3)o2)sc(C(C)=O)c1C	-26	i
CC1(C)Cc2nc(-c3ccccc3)nc(SCC(=O)N3CCCC3)c2CO1	-31	i
CC(=O)c1cccc(S(=O)(=O)NC2CCCCCC2)c1	-20	i
O=C(CNC(=O)c1ccco1)NCC(=O)OCc1ccc(Cl)cc1	-22	i
CCN(CCCNC(=O)CCc1nc(-c2ccc(OC)cc2)no1)c1cccc(C)c1	29	i
CCN(CC)S(=O)(=O)c1ccc(NS(=O)(=O)c2ccc(C)c(C)c2)cc1	-17	i
COc1ccc(N2C(=O)N3[C@H](c4cccc(C)c4)[C@@H]4C(=O)N(Cc5ccccc5)C(=O)[C@@H]4[C@]3(Cc3ccccc3)C2=O)cc1	-4	i
Cc1ccsc1C(=O)OCC(=O)NCc1ccc(Cl)cc1	-10	·

Some values from the entries so far.
Entry for CCOC(=O)c1c(NC(=O)CSc2nnc(Cc3ccccc3)o2)sc(C(C)=O)c1C under OX1R antag: -26
Entry for CC(=O)c1cccc(S(=O)(=O)NC2CCCCCC2)c1 under OX1R antag: -20

Remaining list, next part
SMILES	OX1R antag	CHT allo act
O=C(Nc1nnc(C2CC2)o1)c1ccc(S(=O)(=O)N2CCCCC2)cc1	-12	i
COc1cccc(CNC(=O)CCC2CCCN(C(=O)c3cccc(Cl)c3)C2)c1 (stereo not drawn)	-24	i
CCOC(=O)c1sc(=S)n(C)c1C	-12	i
O=C(/C=C/c1ccco1)Nc1scc(-c2ccccc2)c1C(=O)O	-16	i
COc1cccc(Cn2cc(/C=N/NC(=O)c3cc(O)cc(O)c3)c3ccccc32)c1	1	i
CCC(C(=O)OCC(=O)Nc1c(C)nn(-c2ccccc2)c1C)c1ccccc1 (stereo not drawn)	-29	i
COc1ccc(Cl)cc1S(=O)(=O)N1CCN(C(=O)c2n[nH]c(=O)c3ccccc23)CC1	-23	·
Cc1ccccc1-c1nc2ccccc2c(=O)n1/N=C/c1ccccc1[N+](=O)[O-]	-20	i
COC(=O)CSc1ccc2nnc(CCNS(=O)(=O)c3ccccc3)n2n1	-5	i
Cn1nnc(NC(=S)NC(=O)c2ccc(-c3ccc(Br)cc3)o2)n1	-11	i
CCOC(=O)C1=C(CSc2nc3c(cc2C#N)CN(C)CC3)OC(N)=C(C#N)C1c1ccc(F)cc1 (stereo not drawn)	-27	i
C#CC[N+](C)(C)CC#Cc1ccccc1	4	i
CCc1ccc(OCC(=O)NCc2ccco2)c(Br)c1	-20	i
COc1ccc(NC(=O)CCOc2ccccc2C)cc1S(=O)(=O)N1CCCCC1	-16	i
O=C(Cn1cnc2ccccc21)NC(c1ccccc1)c1ccccc1	-36	i
O=C1CC(c2ccco2)CC(O)=C1C=Nc1cc(Cl)cc(Cl)c1 (stereo not drawn)	-22	i
Cc1cc(C)nc(NC(=O)c2ccc(COc3ccccc3Cl)cc2)c1	-31	i
Cc1onc(-c2ccccc2Cl)c1C(=O)NCC1CCCO1 (stereo not drawn)	-2	i
C=CCOc1ccc(S(C)(=O)=O)cc1	-14	i
Cc1cccc(C2=NOC(=O)/C2=C\c2ccccc2F)c1	-20	·
COc1cc2cc(C(c3nnnn3C3CCCC3)N3CCc4ccccc43)c(=O)[nH]c2cc1OC (stereo not drawn)	-23	i
COc1ccccc1CNS(=O)(=O)c1csc(C(N)=O)c1	-6	i
COC(=O)C1=CNC=C(C(=O)OC)C1c1ccc(Cl)cc1	-7	i
Cc1cccc(-n2ncc3c(NCCc4ccc(S(N)(=O)=O)cc4)ncnc32)c1	-5	i
Cc1nc2ccc(NC(=O)Cc3cccc(F)c3)cc2s1	-3	i
CCOC(=O)N1CN(C(=O)OCC)CN(C(=O)OCC)C1	-32	i
Cc1ccc(S(=O)(=O)Oc2ccc(/C=C(/NC(=O)c3ccccc3)C(=O)NCCC(=O)O)cc2)cc1	6	i
CCCCCn1nc(C(=O)N(CC)c2c(N)n(CCCC)c(=O)[nH]c2=O)c2ccccc2c1=O	-8	·
C/C(=C/c1oc2ccc(O)cc2c1[N+](=O)[O-])N(C)C	2	i
COc1cc(-c2cc(N3C(=O)Nc4ccccc4N3O)n[nH]2)cc(OC)c1OC	-14	i
COc1ccc(N(CC(=O)N2CCN(c3cccc(C)c3)C(C)C2)S(=O)(=O)c2c(C)n[nH]c2C)cc1 (stereo not drawn)	-17	i
O=C(CSc1nc2ccccc2[nH]1)Nc1cc(C(F)(F)F)ccc1N1CCOCC1	26	i
O=C(O)c1ccc2c3c(cccc13)C(=O)N(OS(=O)(=O)c1ccccc1)C2=O	-8	i
O=C(Nc1cccnc1)c1cc(-c2ccc(Cl)c(Cl)c2)on1	-12	i
COc1cccc(-c2nnc(SCC(=O)OC(C)C)n2Cc2ccco2)c1	-16	i
CSc1nnc(N2C(=O)C(O)=C(C(=O)c3ccco3)C2c2ccccc2F)s1 (stereo not drawn)	5	i
OC1(c2cccnc2)CCN(Cc2nnnn2C2CCCCC2)CC1	-25	i
CCCC[n+]1ccn(-c2nc3ccccc3nc2[N-]S(=O)(=O)c2cccs2)c1	-7	i
CCCn1c(C)cc(=O)c2cc(NC(=O)c3cnccn3)ccc21	-17	i
O=C(Nc1ccc(N2CCOCC2)cc1)c1ccccc1SCC(=O)N1CCCC1	-2	i

Pulled by structure from the list above:
SMILES	OX1R antag	CHT allo act
CCCC[n+]1ccn(-c2nc3ccccc3nc2[N-]S(=O)(=O)c2cccs2)c1	-7	i
CCCn1c(C)cc(=O)c2cc(NC(=O)c3cnccn3)ccc21	-17	i
Cc1ccc(S(=O)(=O)Oc2ccc(/C=C(/NC(=O)c3ccccc3)C(=O)NCCC(=O)O)cc2)cc1	6	i
COc1cc(-c2cc(N3C(=O)Nc4ccccc4N3O)n[nH]2)cc(OC)c1OC	-14	i

Returning to the listing with the four entries that preceded the break.
SMILES	OX1R antag	CHT allo act
OC1(c2cccnc2)CCN(Cc2nnnn2C2CCCCC2)CC1	-25	i
CCCC[n+]1ccn(-c2nc3ccccc3nc2[N-]S(=O)(=O)c2cccs2)c1	-7	i
CCCn1c(C)cc(=O)c2cc(NC(=O)c3cnccn3)ccc21	-17	i
O=C(Nc1ccc(N2CCOCC2)cc1)c1ccccc1SCC(=O)N1CCCC1	-2	i
COc1cc2c(cc1OC)CC(=O)NC=C2	-9	i
COc1cccc(CN(C)Cc2nc(C3CC3)no2)c1	-18	i
CCSc1nnc(-c2ccc(S(=O)(=O)N3CCOCC3)cc2)n1C	4	i
Cc1c(NC(=O)C(C)Sc2ccccc2)c(=O)n(-c2ccccc2)n1C (stereo not drawn)	-22	i
NC(=S)Nc1ccc2cc[nH]c2c1	2	i
COc1ccc(-c2nc3ccccn3c2/N=C/c2ccc(OC)c(OC)c2)cc1O	-19	i
CCOc1ccccc1C1CC(=O)Nc2cc(OC)c(OC)cc21 (stereo not drawn)	·	i
COC(=O)[C@@]12CCCN1[C@H](c1ccc(-c3ccccc3)c(OC)c1)[C@H]1C(=O)N(C)C(=O)[C@H]12	-16	·
CCc1ccc(NC(=O)COC(=O)/C(=C/c2ccccc2OC)c2ccccc2)cc1	-17	i
CC(=O)N/C(=N\OCc1ccc(Br)cc1)c1nonc1NC(C)=O	6	i
Cc1cccc(NC(=O)CCn2ccnc2C)c1	-2	i
Clc1ccc(/C=N/NC2=Nc3cccc4cccc2c34)cc1	-21	i
O=C(C1CCN(C2CCN(Cc3ccsc3)CC2)CC1)N1CCOCC1	-7	i
CC(Nc1nc(-c2ccncc2)nc2ccccc12)c1ccccc1 (stereo not drawn)	-20	i
CCc1c(C)nc2ncnn2c1Nc1ccc(C#N)c(Cl)c1	-5	i
Cc1cccc(/N=C/c2c(O)n(Cc3ccc4c(c3)OCO4)c(=O)c3ccccc23)n1	-14	i
CCOc1ccc2nc(S(N)(=O)=O)sc2c1	-7	i
Cc1ccn(-c2cccc(-n3ccc(C)n3)n2)n1	-13	i
COc1ccccc1-n1c(SCC(=O)O)nc2c(sc(=S)n2-c2ccccc2C)c1=O	-10	i
CC(=O)Nc1ccccc1P(=O)(c1ccccc1)c1ccccc1OC(C)=O (stereo not drawn)	-10	i
NS(=O)(=O)c1cccc(NC(=O)c2cccc(-c3ccc(O)cc3)c2)c1	9	i
Cc1ccc(C)c(COC(=O)CCN=C2NS(=O)(=O)c3ccccc32)c1	-11	i
O=C(Nc1ccccc1F)NC1CCCCCCC1	-25	i
CCN1CCN(C(=O)NC(c2ccc(C)c(F)c2)C(Cl)Cl)CC1 (stereo not drawn)	-16	i
CC(C)Sc1nc2ccc(Br)cc2[nH]1	-5	i
NNC(=S)Nc1ccc(C(F)(F)F)cc1Cl	-13	i
C=CCN(CC=C)C(=O)Nc1cc(Cl)ccc1OC	-18	i
O=C(/C=C/Nc1ccc([N+](=O)[O-])cc1)c1ccc(Br)cc1	-8	i
CS(=O)(=O)n1nc(NCc2cccs2)nc1NCc1cccs1	-17	i
O=C(Nc1cccc(Cl)c1)N(CCN1CCOCC1)Cc1cccc(Cl)c1	7	i
Cc1noc(C)c1C(=O)Nc1nc2ccc(F)cc2s1	-17	·
COCCN1CCN(Cc2cn(C)nc2-c2cccc(Cl)c2)CC1	-12	i
CCOC(=O)c1c(C)[nH]c(N=Nc2cc(C(=O)O)cc(C(=O)O)c2)c1C	-14	i
CC1CCN(C(=O)Cn2c(=O)c3cccn3c3ccccc32)CC1	-27	i
COc1ccccc1NC(=O)c1sc2ncn(Cc3cccc4ccccc34)c(=O)c2c1C	-17	i
NC(=O)NC(=O)COC(=O)c1ccc(OC(F)F)cc1	-6	i
CCOC(=O)[C@H]1[C@H]2COc3ccc(Cl)cc3[C@@H]2N2C(=O)c3cc(Cl)ccc3NC(=O)[C@@]12C	-8	i
CCC(c1nnc(SCC(=O)Nc2cccc(S(N)(=O)=O)c2)n1-c1ccc(OC)cc1)N(C)C (stereo not drawn)	-3	i
COc1cccc2cc(/C(=N/O)c3ccccc3)oc12	-23	i
COc1ccc(OC)c(NC(=O)c2cc(-c3c(C)cc(C)cc3O)n[nH]2)c1	-6	i
CC1C=CC(C)C(C(=O)O)C1C(=O)O (stereo not drawn)	-8	i
Cc1nc(COC(=O)c2c(C)nn(-c3ccccc3)c2C)cs1	-39	i
COc1ccc(Oc2cc(C(F)(F)F)cnc2C(N)=O)cc1	-5	i
C=CCC1=C/C(=C\c2c(N)n3nc(CC(=O)N4CCCC4)sc3nc2=O)C=C(OC)C1=O	-4	i
Cc1nc(SCC(=O)Nc2ccc(S(=O)(=O)N3CCOCC3)cc2)c2c(C)c(C)sc2n1	-15	·
O=C(CSc1nnc(CNC(=O)c2ccccc2)o1)NCc1ccco1	-10	i
CCOC(=O)c1sc2nc(-c3ccco3)c3c(c2c1N)CC(C)(C)OC3	-23	i
C(=N\Nc1nc(N2CCCC2)nc(N2CCCC2)n1)/c1ccccc1OCc1ccccc1	-26	i
CC(Cc1ccsc1)NC(=O)CCc1nnc(COc2ccccc2)o1 (stereo not drawn)	-17	i
COc1cc(Cl)c(NS(=O)(=O)c2ccc(-c3ccc(=O)[nH]n3)o2)c(OC)c1	-16	i
CCn1c2ccccc2c2cc(NC(=O)c3ccccc3-c3ccccc3C(=O)O)ccc21	-5	i
CC1CCN(C(=O)c2ccc(COc3ccccc3Cl)o2)CC1	-18	i
O=C(N/N=C\C=C\c1ccco1)c1cc(-c2ccc3ccccc3c2)n[nH]1	-2	i
Cc1nn(CCC(=O)NNC(=S)Nc2ccc(F)cc2)c(C)c1Br	-15	i
COC(=O)c1nnn(-c2ccccc2)c1N	-13	i
CCOC(=O)CNc1c(-c2ccc(Cl)cc2)nc2cnccn12	-9	i
Cc1ccc(-c2ccnc3nc(Sc4ncc(C(F)(F)F)cc4Cl)nn23)cc1	-31	i
O=C(c1cccc(C(F)(F)F)c1)C1CCCN(C(=O)C2CCOCC2)C1 (stereo not drawn)	-5	i
Nn1c(SCC(=O)NCC2CCCO2)nnc1-c1ccco1 (stereo not drawn)	-2	·
Cc1cc(C)nc(SCC(=O)Nc2ncc(C(F)(F)F)cc2Cl)n1	-12	i

Complete entries, quoted from the list. Order of values: OX1R antag	CHT allo act
Entry for O=C(N/N=C\C=C\c1ccco1)c1cc(-c2ccc3ccccc3c2)n[nH]1 → -2	i
Entry for Nn1c(SCC(=O)NCC2CCCO2)nnc1-c1ccco1 (stereo not drawn) → -2	·

The results go on.
SMILES	OX1R antag	CHT allo act
CCn1nnc(-c2ccccc2NC(=O)c2ccc(-n3cnnn3)cc2)n1	-11	i
CCCCNC(=O)c1ccc(CS(=O)(=O)c2ccccc2OC)o1	-5	i
CC(C)=CC/C=C1\CCC(C(=O)O)C(C(=O)O)C1 (stereo not drawn)	4	i
CC(C)COc1ncnc2c1sc1nc3c(cc12)COC(C)(C)C3	-12	i
